SIRT5 inh: inhibitors of human sirtuin-5 desuccinylase | Purified SirT5, succinyl-peptide AMC, trypsin-coupled fluorescence | inhibition, % at 15 µM | 1.1% of 330,000 active; in the data active means inhibition above about 15%; inconclusive means no clear call, values can overlap the other calls
LGR2 antag: blocks bursicon-induced cAMP signaling via Drosophila LGR2. HEK293 LGR2, CRE-luciferase, bursicon-stimulated, 4 h. inhibition, % at 9.99 µM. 0.35% of 380,000 active. AID 720647;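 active means drop in luminescence signal, shown as inhibition above about 50% in the replicate tests, limit read from the data, passing the limit was not always enough; inconclusive means probably only some replicates passing the limit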;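 further: agonist challenge used bursicon conditioned medium at about half maximal strength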
C2C12 statin: protects C2C12 myotubes from simvastatin toxicity | ATP luminescence, 48 h; scaled: DMSO 0, geranylgeraniol control 100 | rescue of ATP level, % at 7.49 µM | 0.78% of 330,000 active;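 active means mean ATP rescue above about 67%, or every replicate alone reaching that limit, limit read from the data, passing the limit was not always enough; inconclusive means no clear call, values can overlap the other calls; inactive means mean under the limit and some replicate under it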;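 further: myotubes were challenged with 10 µM simvastatin during compound exposure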
PGC1a acetyl inh: PGC1a acetylation modulation, inhibitor mode | 0.17% of 350,000 active | AID 651687 | U2OS PGC1a acetylation, AlphaScreen anti-acetyl-lysine; with virally co-expressed GCN5 acetyltransferase | inhibition, % at 15.6 µM;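 active means every replicate shows inhibition of at least 40%; inconclusive means mean inhibition at least 40% but some replicate below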;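 further: 0% = neutral control wells and 100% = positive control wells; some results beyond the cut were filed as inactive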
ERAP1 inh: ERAP1 (human) enzyme inhibition; inhibition, % at 10.7 µM; recombinant ERAP1, Leu-AMC fluorescence, 60 min; Q9NZ08; 0.15% of 340,000 active; AID 652197;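 active means mean replicate inhibition of at least 30%, or all replicates individually reaching that 30% level; inactive means mean below 30% and not every replicate reaching it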;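 further: 0% = neutral control wells and 100% = L-leucinethiol positive control wells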
Target sequence (Q9NZ08 whole entry, looked up): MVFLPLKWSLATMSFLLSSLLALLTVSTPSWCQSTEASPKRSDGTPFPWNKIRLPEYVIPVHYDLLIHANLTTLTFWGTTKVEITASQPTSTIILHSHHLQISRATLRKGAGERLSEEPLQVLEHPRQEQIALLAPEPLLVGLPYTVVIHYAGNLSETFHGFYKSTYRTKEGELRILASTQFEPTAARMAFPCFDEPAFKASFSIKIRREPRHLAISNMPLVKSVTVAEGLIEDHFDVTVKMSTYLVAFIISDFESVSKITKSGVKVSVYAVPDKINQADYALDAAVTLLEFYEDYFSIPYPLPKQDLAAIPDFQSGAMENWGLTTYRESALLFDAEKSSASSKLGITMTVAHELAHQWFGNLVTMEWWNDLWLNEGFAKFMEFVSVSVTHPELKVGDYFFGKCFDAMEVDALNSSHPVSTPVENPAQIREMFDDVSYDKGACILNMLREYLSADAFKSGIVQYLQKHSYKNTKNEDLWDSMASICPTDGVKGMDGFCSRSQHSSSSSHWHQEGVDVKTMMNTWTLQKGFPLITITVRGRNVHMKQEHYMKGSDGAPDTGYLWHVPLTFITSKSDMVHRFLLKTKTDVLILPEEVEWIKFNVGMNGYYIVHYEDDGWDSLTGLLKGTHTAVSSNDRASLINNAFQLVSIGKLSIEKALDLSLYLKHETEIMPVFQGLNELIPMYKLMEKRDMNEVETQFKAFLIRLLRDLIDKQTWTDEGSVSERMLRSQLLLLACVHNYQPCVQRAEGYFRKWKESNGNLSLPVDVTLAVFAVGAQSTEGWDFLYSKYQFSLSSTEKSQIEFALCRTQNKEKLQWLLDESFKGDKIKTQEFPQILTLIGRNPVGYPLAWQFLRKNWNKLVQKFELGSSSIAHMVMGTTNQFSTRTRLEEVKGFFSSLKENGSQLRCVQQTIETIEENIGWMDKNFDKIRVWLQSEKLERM
S100A4 MyoIIA: S100A4-myosin IIA interaction inhibition; P26447; S100A4/TAMRA-MyoIIA peptide fluorescence polarization; inhibition, % at 10.7 µM; 0.14% of 360,000 active; AID 652163;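 active means mean inhibition of at least 70% across replicates, with every replicate also reaching that level; inconclusive means mean inhibition reaches 70% but some replicates fall short; inactive means mean inhibition below 70%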
Target sequence (P26447 whole entry, looked up): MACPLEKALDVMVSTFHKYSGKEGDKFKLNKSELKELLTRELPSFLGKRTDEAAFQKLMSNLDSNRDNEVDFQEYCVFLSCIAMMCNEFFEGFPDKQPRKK
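Test system – S100A4 monomer (human) · Compound – single-point compound testing · Schedule – 5 min incubation before reading · Probe or stimulus – TAMRA-labelled myosin IIA heavy-chain peptide probe, 5 nM · Benchmarks – neutral control DMSO, positive control TFP · Medium – Calcium-containing HEPES buffer, pH 7.2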
Xi reactivation: reactivates the inactive X chromosome in mouse fibroblasts | XiGFP mouse fibroblasts, % GFP-positive cells imaging, 3 d; cells co-treated with 5-aza-dC sensitizer; scaled so ellipticine positive control = 100% | activation, % at 7.58 µM | 0.055% of 360,000 active | AID 743238;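 active means mean normalized replicate activation at least 10% and every replicate at or above 10%; inconclusive means only one of the two criteria met; inactive means mean below 10% and not all replicates reach 10%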;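 further: 0% = median of on-plate neutral control wells and 100% = ellipticine 6 µM median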
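Material: XiGFP fibroblasts, SV40-immortalized; Buffer or medium: DMEM containing 5-aza-dC; Compound dosing: single point; Times: 3 days compound exposure.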
Cneo AK release: Cryptococcus neoformans lysis via adenylate kinase release; C. neoformans lysis, adenylate kinase release luminescence, 4 h; normalised: neutral wells 0, clomiphene wells 100; lysis activity, % at 15 µM; 0.2% of 360,000 active;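 active means mean lysis activity across replicates of at least 80%, whatever share of replicates individually reach that level; inactive means mean lysis activity below 80%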
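Signal: Adenylate kinase release luminescence | Assay system: Log-phase Cryptococcus neoformans yeast cells | Input: Cells at 5 × 10^6 per mL | Buffer or medium: Fresh YPD growth medium | Compound: Single dose | Schedule: Static 4 h at 37 °C with compound, 1 h detection | Controls: Clomiphene | Read-out: Luminescence rise reflecting yeast cell lysis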
Starred values were filed as active, the others as inactive; ? = inconclusive; · = not tested or not shown.

| molecule | SIRT5 inh | LGR2 antag | C2C12 statin | PGC1a acetyl inh | ERAP1 inh | S100A4 MyoIIA | Xi reactivation | Cneo AK release |
| --- | --- | --- | --- | --- | --- | --- | --- | --- |
| NC(C(=O)O)c1cc(=O)[nH]o1 (stereo unspecified) | 0 | 1 | 16 | -13 | -2 | 2 | 0.1 | 1 |
| O=C1c2ccccc2-n2nnc(-c3ccccc3)c2C2c3cc(Br)ccc3CCN12 (stereo unspecified) | 0 | -9 | -10 | 1 | -5 | 0 | · | 1 |
| O=C1NC(=O)N(Cc2cccs2)C(=O)/C1=C/c1ccc(N2CCOCC2)cc1 | 4 | 5 | · | 10 | 2 | -6 | 0.2 | · |
| CCOc1ccc2nc(N=Nc3c(O)[nH]c(=S)[nH]c3=O)sc2c1 | 10 | -4 | · | · | 4 | -8 | -0.1 | · |
| c1ccc(Nc2ccc3ccccc3c2)cc1 | -7 | -115 | -11 | -9 | -1 | 7 | · | -5 |
| COC(=O)N(c1ccccc1)P(=O)(Oc1ccccc1)Oc1ccccc1 | 0 | 1 | 7 | -10 | 2 | 1 | 0.3 | -14 |
| CN1CCN(/N=C/c2c[nH]c3ccccc23)CC1 | -2 | 5 | 6 | 6 | -4 | -1 | 0.1 | 0 |
| C[C@](N)(CCP(=O)(O)O)C(=O)O | -1 | 10 | 1 | -9 | -1 | -5 | 0.1 | 2 |
| O=C(c1cc2cc(Br)ccc2[nH]1)N1CCC2(CC1)OCCO2 | 0 | -14 | 0 | 2 | 2 | -1 | 0.0 | 1 |
| O=C(NCc1ccccc1)c1cccn(Cc2cccc(Cl)c2)c1=O | -7 | 11 | 20 | -16 | 1 | -26 | 0.2 | -1 |
| Nc1ccc(N=Nc2ccccc2)cc1 | -3 | -72 | · | -11 | 5 | 2 | 0.0 | · |
| O=C1CN=C(c2cc([N+](=O)[O-])ccc2Cl)c2cc([N+](=O)[O-])ccc2N1 | -1 | -2 | 11 | -31 | 4 | 9 | 0.0 | -2 |
| COc1ccc(C(=O)CN2CCCCC2)cc1 | 5 | 0 | -1 | · | · | 4 | 0.2 | · |
| Cc1ccc(-n2c(C)nc3cc(Cl)ccc3c2=O)nc1 | -5 | -12 | 3 | -2 | 3 | -1 | 0.3 | 0 |
| C=CCn1c(O)c(/C(C)=N/NC(=S)Nc2ccccc2)c(=O)[nH]c1=O | -1 | -2 | · | 10 | 2 | 2 | -0.1 | -4 |
| CC(=O)Nc1cc(C(=O)N2CCC3(CC2)OCCO3)ccc1Sc1ccc(F)cc1 | 4 | -2 | · | 6 | -9 | 0 | 0.2 | · |
| CC[C@H](C)[C@@H](C(=O)N1CCCC1c1nccs1)N(C)C(=O)[C@H](CC(C)C)N(C)C(=O)[C@H](Cc1ccc(OC)cc1)N(C)C(=O)/C=C(\C)OC (stereo partly specified) | 4 | · | -16 | -7 | 0 | 3 | 0.4 | 0 |
| CCN(CC)N=O | · | -3 | 2 | -5 | 3 | 2 | · | 4 |
| COc1ccc(C(=O)C2CCCN(Cc3cnc(C)s3)C2)c(OC)c1 (stereo unspecified) | 3 | 20 | 11 | 6 | 0 | -7 | 0.0 | 0 |
| O=[N+]([O-])c1cc2c(cc1CNCCc1ccc3c(c1)OCO3)OCO2 | -2 | -22 | · | · | 5 | 21 | 0.0 | -1 |
| COC(=O)C1=C(c2ccc(Cl)c(C(F)(F)F)c2)C[C@@H]2CC[C@H]1N2C(=O)N1CCC(O)(c2ccc(Cl)cc2)CC1 | · | 7 | -12 | · | · | -5 | -0.3 | 4 |
| CC1C(=O)CC2(C(C)C)CC12 (stereo unspecified) | -4 | -8 | 11 | 11 | 0 | 2 | · | -1 |
| COc1cccc(C(=O)C2CN(C)CC2c2ccc(Cl)cc2)c1 (stereo unspecified) | 1 | 5 | · | · | 1 | -3 | 0.0 | · |
| Cn1cc(C(=O)OCC(=O)Nc2ccccc2Cl)c2ccccc21 | -2 | -23 | 10 | -5 | -6 | 4 | 0.0 | 1 |
| CCN(C(=O)COC(=O)c1cn(C)c2ccccc12)c1ccc(F)cc1 | 1 | 4 | 3 | -3 | -3 | -1 | 0.0 | -1 |
| CCOP(=O)(/C=C(\Cl)c1ccccc1)C(O)c1ccc(F)cc1 (stereo unspecified) | 0 | -3 | 32 | · | 0 | -11 | 0.2 | 1 |
| CC(C)CCn1c(=O)c(C(=O)NCc2ccc3c(c2)OCO3)c(O)c2ccccc21 | -2 | 1 | -18 | 7 | 1 | -11 | 0.4 | 2 |
| CCOCCCNC(=O)CN1C2CCC1CC(O)(c1ccc(OC)cc1)C2 (stereo unspecified) | 0 | 4 | -35 | 4 | 0 | -11 | · | 0 |
| C[C@]12CCC(=O)C=C1CC[C@@H]1[C@@H]2CC[C@]2(C)C(=O)CC[C@@H]12 | -2 | -2 | -8 | -12 | 4 | -1 | -0.1 | -9 |
| CCC1([N+](=O)[O-])COP(=O)(NCc2cccnc2)OC1 (stereo unspecified) | · | -6 | · | · | 0 | -13 | -0.1 | · |
| CN(c1ccccc1)P(=O)(N1CC1)N1CC1 | 16* | -18 | · | · | -2 | -3 | 0.0 | · |
| O=[N+]([O-])c1ccc(N2CCCNCC2)c2ncccc12 | 4 | -3 | · | 0 | 3 | -6 | 0.3 | · |
| CCOP(=S)(OCC)Oc1cc(C)oc(=O)c1 | -3 | 4 | · | · | 2 | 2 | 0.6 | · |
| C[C@]12CCC3C(CC[C@H]4C[C@@H](O)CC[C@]34C)C1C[C@@H](N)[C@@H]2O (stereo partly specified) | 0 | 1 | -3 | · | 2 | 0 | 0.0 | 1 |
| COC(=O)C1=C(c2ccc(F)cc2OCc2ccccc2)C[C@@H]2CC[C@H]1N2C(=O)NCc1ccc(C(F)(F)F)cc1 | -4 | 22 | -6 | · | 0 | 0 | 0.0 | 13 |
| CCCCCn1c(=O)c(C(=O)Nc2nc3ccccc3[nH]2)c(O)c2ccccc21 | -1 | -2 | · | -1 | · | -3 | 0.0 | 0 |
| CC[C@]12CC[C@H](O)CC1=CCC1C2CC[C@]2(C)C(=O)CCC12 (stereo partly specified) | · | 2 | -19 | -7 | 1 | 1 | 0.2 | 1 |
| O=[N+]([O-])c1ccc(N2CCOCC2)c2c1no[n+]2[O-] | · | · | 11 | 84* | -1 | 4 | 1.9 | -6 |
| COC(=O)[C@@H]1[C@@H](CO)[C@@H]2Cn3c(ccc(-c4ccccc4)c3=O)[C@H]1N2CC1CCCC1 | -7 | 12 | · | 3 | 2 | 15 | -0.1 | · |
| CCCCn1c(N)c(C(=O)OCC2CCCO2)c2nc3ccccc3nc21 (stereo unspecified) | -21 | 2 | -3 | 7 | -41 | -1 | · | 1 |
| COC(=O)[C@@]1(Cc2ccc(F)cc2)[C@H]2c3cc(C(=O)N(C)C)[nH]c3C[C@H]2CN1C(=O)c1ccccc1 | · | -5 | -2 | -8 | -1 | 7 | -0.1 | 1 |
| CCCCn1c(O)c(/C=C2/C=CC=N2)c(=O)[nH]c1=O | 6 | -7 | · | 5 | 7 | 3 | 0.0 | -2 |
| COc1cc2c3c(c1OC)Oc1ccc(cc1)C[C@H]1c4c(cc(OC)c(OC)c4Oc4ccc(cc4)C[C@@H]3N(C)CC2)CCN1C | · | -7 | -120 | · | -1 | -7 | 5.6 | 1 |
| O=C1NC(=S)NC(=O)C1C/C=C/c1ccccc1 | 1 | 9 | -7 | -11 | 2 | -8 | · | · |
| O=C1CCCN1CC#CCN1CCCC1 | -4 | -7 | -2 | -3 | -1 | -3 | 0.0 | -2 |
| CCCCC(=O)N/N=C/c1c(O)n(CCc2ccccc2)c(=O)[nH]c1=O | 2 | 9 | · | -12 | -2 | -4 | 0.3 | 5 |
| Cc1c(OC(=O)N(C)C)ccc2c1O/C(=C\c1ccco1)C2=O | -3 | -4 | 5 | 0 | 0 | -8 | 0.0 | 0 |
| O=c1[nH]c2ccccc2n1CCCN1CCC(n2c(=O)[nH]c3cc(Cl)ccc32)CC1 | 3 | -6 | -2 | · | -5 | 0 | -0.1 | 0 |
| COc1ccc(CN2CCN(C(=O)COc3ccc4ccccc4c3)CC2)c(OC)c1 | 1 | 10 | -5 | -8 | 2 | -2 | 0.1 | 0 |
| O=C(/C=C/c1ccc2c(c1)OCO2)c1c(O)n(CCc2ccccc2)c(=O)[nH]c1=O | -4 | 31 | · | 8 | -2 | 2 | 2.5 | 0 |

The list goes on:
| molecule | SIRT5 inh | LGR2 antag | C2C12 statin | PGC1a acetyl inh | ERAP1 inh | S100A4 MyoIIA | Xi reactivation | Cneo AK release |
| --- | --- | --- | --- | --- | --- | --- | --- | --- |
| COc1cc(C(C)=O)ccc1OC(=O)N(C)c1ccccc1 | -4 | 6 | -11 | 7 | -1 | 6 | -0.1 | 2 |
| NC(=S)c1cn(C2OC(CO)C(O)C2O)c2ncnc(N)c12 (stereo unspecified) | -5 | 102* | -440 | · | -3 | -1 | -0.1 | -1 |
| COc1ccc(OC)c(CC(=O)N(C)C2CCCN(Cc3ccccc3F)C2)c1 (stereo unspecified) | 0 | 0 | 5 | 0 | 0 | -1 | 0.1 | -1 |
| C[C@H]1O[C@@H](OC2CC[C@]3(C=O)[C@H]4CC[C@]5(C)[C@@H](C6=CC(=O)OC6)CC[C@]5(O)[C@@H]4CC[C@]3(O)C2)CC2OC(C)(C)OC21 (stereo partly specified) | 3 | 81* | · | · | -3 | -3 | 0.0 | · |
| CCC(CC)C(=O)NC1CCSC1=O (stereo unspecified) | · | 4 | -9 | -3 | · | · | · | -13 |
| Brc1ccc2c(c1)-n1nncc1CNC2 | 0 | -15 | · | · | 4 | -5 | 0.5 | · |
| COC(=O)C1=C(c2cccc(OCc3ccccc3)c2)C[C@@H]2CC[C@H]1N2C(=O)NCc1ccc(OC)c(OC)c1 | 3 | 4 | -2 | -13 | -1 | -1 | -0.1 | 1 |
| O=C(CCNC(=O)N1C[C@H]2C[C@@H](C1)c1cccc(=O)n1C2)Nc1ccc(F)cc1 | · | 9 | -1 | -2 | · | -7 | · | 4 |
| CC(=NCC1CCCO1)c1c(O)n(C2CCCCC2)c(=O)[nH]c1=O (stereo unspecified) | · | -8 | -5 | · | -1 | -13 | 0.0 | -2 |
| CC1CCCN(CC(=O)N2CCCc3ccccc32)C1 (stereo unspecified) | 2 | 11 | -5 | ? | 2 | 10 | · | 1 |
| COC(=O)C1=C(c2ccc(-c3ccccc3)c(F)c2)C[C@@H]2CC[C@H]1N2C(=O)NCCc1ccccc1 | -5 | 5 | -13 | -4 | -2 | -5 | 0.1 | -1 |
| CCOP(=O)(OCC)c1cc(CC)ccc1O | -2 | 3 | · | 7 | · | -5 | 0.0 | · |
| C=CCN1CCc2cccc3c2[C@H]1Cc1ccc(O)c(O)c1-3 | 0 | 21 | -4 | -2 | 0 | 2 | 0.0 | 0 |
| O=C(O)c1cccc2c1NC(c1cccc([N+](=O)[O-])c1)C1CC(Sc3ccccc3[N+](=O)[O-])C(Cl)C21 (stereo unspecified) | 8 | 7 | -10 | 6 | 0 | -4 | 0.0 | · |
| CCOC(=O)C1(c2ccccc2)CCN(CCC(C#N)(c2ccccc2)c2ccccc2)CC1 | 0 | 17 | -5 | -13 | -2 | 1 | -0.1 | 1 |

Source: PubChem BioAssay (Broad Institute)

Some of the compounds tested. The share of hits here may be higher or lower than overall.
